GRP78 ERSR act – ER stress response induction in glioma | 420,000 compounds, 0.02% hits | AID 602332 | U87-MG GRP78 promoter luciferase reporter, 16 h | Potency, µM, for the others: at the highest dose activation, usual class: activators; note: potency is the fitted concentration of half-maximal effect; series mostly up to about 76 µM; % of control where 0% means no effect; nearly all actives have a fitted effect of over 35% in size
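Stably transfected U87-MG human glioma cells carrying a GRP78-based luminescent sensor were seeded at 1000 cells/well, pin-dosed with compounds and incubated 16 h. Luciferase reagent was then added, and end-point luminescence was read after 10 min at room temperature.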
RXFP1 ag – activates the human relaxin receptor RXFP1 | 370,000 compounds, 0.3% hits | Q9HBX9 | Potency, µM (series often up to 57.5 µM), without a hit: at the highest dose activation, most hits filed as activators | HEK293T-RXFP1 cAMP TR-FRET, 30 min; response scale: percent of porcine relaxin response, buffer zero; note: potency is the fitted concentration of half-maximal effect; % is set by controls: 0 for no effect and ±100 for the full control effect; nearly all actives have a fitted effect of over 60% in size; many of its hits are not listed in these tables
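HEK293 cells stably expressing RXFP1, treated 30 min at 37C with compounds plus PDE4 inhibitor Ro 20174; cAMP measured by HTRF TR-FRET. Normalized to buffer and 29 nM porcine relaxin; EC50 by Hill fit.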
LDHA inh – blocks human lactate dehydrogenase A. P00338. purified LDHA, NADH/diaphorase-resazurin fluorescence; stronger effect = lower value. activity change, % (values are at about 110 or 230 µM). 480,000 compounds, 0.15% hits. AID 1347041; in the data active = activity change below about -30%; inconclusive = mostly about -25% to -30%;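 note: plate controls were DMSO wells for no effect and wells without enzyme for full effect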
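Enzyme activity of human lactate dehydrogenase 5 (2 nM; 0.06 mM NADH, 0.2 mM pyruvate, 5 min, RT) is measured via a resazurin/diaphorase fluorescence readout of residual NADH.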
D1 antag – blocks dopamine activation of the human D1 receptor; activity change, negative = inhibition, % at 10 µM; P21728; HEK293 TREx D1 cells, calcium flux, dopamine EC80; stronger effect = lower value; 360,000 compounds, 3.2% hits; in the data active = activity change below about -30%; note: % is set by controls: 0 for no effect and ±100 for the full control effect
Target sequence (P21728 whole entry, looked up): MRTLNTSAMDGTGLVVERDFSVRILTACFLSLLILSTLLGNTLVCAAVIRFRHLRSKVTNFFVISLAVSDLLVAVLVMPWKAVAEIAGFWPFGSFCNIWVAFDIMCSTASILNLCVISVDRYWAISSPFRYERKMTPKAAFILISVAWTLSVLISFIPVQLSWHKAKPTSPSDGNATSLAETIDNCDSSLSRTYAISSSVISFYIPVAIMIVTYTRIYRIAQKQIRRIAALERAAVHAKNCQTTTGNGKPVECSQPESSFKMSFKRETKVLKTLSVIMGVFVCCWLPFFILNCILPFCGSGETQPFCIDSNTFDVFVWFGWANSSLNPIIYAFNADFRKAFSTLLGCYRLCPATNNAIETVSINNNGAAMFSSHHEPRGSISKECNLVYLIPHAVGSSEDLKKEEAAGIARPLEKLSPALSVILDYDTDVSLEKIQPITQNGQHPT
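Calcium flux readout: force-coupled, inducible Hek293 Trex D1 line, cells induced overnight at 30 C with tetracycline, dye-loaded 30–90 min at RT. Antagonism scored against EC80 dopamine challenge given 180 s after compound.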
Vif-A3F inh – inhibitors of Vif-A3F interaction. HeLa A3F-eYFP + Vif (tagged APOBEC3F with the HIV-1 protein that degrades it), YFP fluorescence increase. Potency, µM (doses to about 46.1 µM), for inactives: top-dose activity, negative = active. 390,000 compounds, 0.2% hits. AID 602313; note: potency is the fitted concentration of half-maximal effect; % of control where 0% means no effect; nearly all actives have a fitted effect of over 65% in size
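HeLa cells stably expressing A3F-eYFP plus Vif, plated and incubated overnight at 37 deg C, then exposed to compounds overnight at 37 deg C. Blocked degradation read as raised yellow fluorescence (Ex 488/Em 500-530).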
D2 potentiator – positive allosteric modulators of human D2 dopamine receptor; P14416; HEK293 T-REx D2, calcium flux, EC20 dopamine potentiation; potentiation, % at 10 µM; 340,000 compounds, 0.34% hits; AID 485347;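 active = potentiation over 3 SD above the plate norm, cut at about 30% in these data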; note: 0% is about no effect
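Potentiation of an EC20 dopamine calcium response is measured in a force-coupled, tetracycline-inducible Hek293 Trex D2 line. Compound-only kinetic reads over 180 s flag agonists before dopamine addition.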
D1 ag – activates the human D1 dopamine receptor; HEK293 T-REx D1 cells, calcium flux, agonist mode; activation, % at 2 µM; 360,000 compounds, 1% hits; in the data active = activation above about 30%; note: 0% is about no effect
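Tetracycline-induced HEK293 TREx D1 cells, force-coupled to calcium signalling, were dye-loaded with a no-wash calcium kit. Compound was pin-added after a 10 s baseline. Fluorescence was read kinetically at 1 cycle/s for 180 s, with calcium rises flagged as agonism.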
D1 PAM – human D1 dopamine receptor positive modulation. HEK293 TREx D1 cells, calcium flux, dopamine EC20 potentiation. 360,000 compounds, 0.036% hits. P21728. potentiation, % at 10 µM; in the data active = potentiation above about 30%; note: 0% is about no effect
Vif-A3G inh – inhibitors of Vif-APOBEC3G interaction; Q9HC16; HeLa A3G-eYFP + Vif (tagged APOBEC3G with the HIV-1 protein that degrades it), YFP fluorescence, overnight; Potency, µM (top dose mostly 46.1 µM), inactives show top-dose activity, negative = active, actives largely listed as inhibitors; 410,000 compounds, 0.076% hits; AID 602310;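 note: potency is the fitted concentration of half-maximal effect; % is set by controls: 0 for no effect and ±100 for the full control effect; nearly all actives have a fitted effect of over 60% in size; hits raise eYFP signal because A3G escapes Vif-driven loss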
Target sequence (Q9HC16 whole entry, looked up): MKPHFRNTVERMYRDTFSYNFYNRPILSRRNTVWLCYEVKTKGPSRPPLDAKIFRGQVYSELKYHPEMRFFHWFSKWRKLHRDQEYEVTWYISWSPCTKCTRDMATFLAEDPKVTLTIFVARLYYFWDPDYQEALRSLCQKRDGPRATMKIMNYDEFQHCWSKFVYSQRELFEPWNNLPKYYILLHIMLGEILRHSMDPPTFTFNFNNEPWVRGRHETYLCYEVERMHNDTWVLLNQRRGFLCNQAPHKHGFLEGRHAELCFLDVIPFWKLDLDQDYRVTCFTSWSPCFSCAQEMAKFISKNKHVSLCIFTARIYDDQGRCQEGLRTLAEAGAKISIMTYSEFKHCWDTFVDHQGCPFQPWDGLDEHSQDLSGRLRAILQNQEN
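HeLa cells stably expressing Vif and C-terminally eYFP-tagged A3G, seeded overnight at 37 deg C, then exposed to compound by pintool overnight at 37 deg C. Rise in yellow fluorescence (Ex 488/Em 500-530, Acumen) marks blocked Vif-driven A3G degradation.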
* marks the source's active call; other numbers are inactive results; ? = inconclusive; · = not tested or not shown; & = joins results of further samples. Unless noted, calls come from the whole dose curve; as a rule, active = well fitted curve in the direction sought with a large enough effect; inconclusive = small, poorly fitted or top-dose-only effect, or another doubt; inactive = no such curve, though single readings can be large; an effect the other way counts as inactive or inconclusive.

Below each SMILES: GRP78 ERSR act, RXFP1 ag, LDHA inh, D1 antag, Vif-A3F inh, D2 potentiator, D1 ag, D1 PAM, Vif-A3G inh
[1] Cc1cc(O)cc2c1C1CCC3(C)C(O)CCC3C1C=C2 (centres undefined)
→ 8%, ·, 22, ·, -25%, ·, ·, ·, -20%
[2] Cn1c(NC(=O)c2ccccc2F)cc(=O)n(C)c1=O
→ -3%, 2.3%, 2&-7, 20, 4%, 20, 11, ·, 0%
[3] COc1ccc(-c2cc(C(=O)OCC(=O)c3cccc(OC)c3)c3cccc(Cl)c3n2)cc1
→ 0%, 5.2%, -8, -3, -14%, 9, 6, 1, 0%
[4] CCOCCc1nnc(NC(=O)Cc2ccc(Br)cc2)s1
→ -4%, 1.6%, -8, 5, 7%, 7, 6, -2, 3%
[5] CCCCN1CCCc2cc(CN(CCCN3CCOCC3)C(=O)Nc3ccc(OCC)cc3)ccc21
→ -2%, 1.0%, 2, 0, -5%, -13, 0, 2, 3%
[6] COc1ccc(NC(=O)N(C)C[C@H]2Oc3cc(Br)ccc3S(=O)(=O)N([C@H](C)CO)C[C@@H]2C)cc1
→ -6%, ·, 1, ·, 1%, ·, ·, ·, 2%
[7] COc1ccc(OC)c(C2=NOC(C(=O)Nc3cc(C)on3)C2)c1 (centres undefined)
→ -3%, -2.8%, -3, -4, 3%, 4, 0, -1, 1%
[8] Cc1ccc(C(C)C)cc1S(=O)(=O)NC1CC(C)(C)NC(C)(C)C1
→ -2%, -0.9%, -6, -18, 12%, 14, 6, 3, 3%
[9] COc1ccccc1N1CCN(c2ccc(-c3nc(-c4ccccc4)no3)cc2[N+](=O)[O-])CC1
→ -2%, 0.2%, -1, 9, -16%, -1, 0, 2, -2%
[10] COc1cc(-c2ccc3oc(-c4cccc(C)c4)c(C#CC4(O)CCCCC4)c3c2)cc(OC)c1OC
→ -3%, ·, 4, ·, 0%, ·, ·, ·, -1%
[11] CCOc1ccc(S(=O)(=O)N2CCOCC2)cc1NC(=O)C1CSC2(C)CCC(=O)N12 (centres undefined)
→ -4%, 0.6%, -3, 0, 2%, -2, 2, -6, 0%
[12] CSc1nc2nc(C)c(C/C=C/c3ccccc3)c(=O)n2[nH]1
→ -4%, 1.3%, -2, 0, -22%, 3, 0, -2, -4%
[13] Cn1cc([N+](=O)[O-])c(C(=O)Nc2ccc(-c3nc4ccccc4[nH]3)cc2)n1
→ -4%, 3.7%, -1, -11, 4%, 10, 1, -7, -18%
[14] COc1ccc(Nc2ccc(Cl)cc2)c(C(=O)O)c1
→ -1%, 1.3%, 1, 0, 4%, 8, 1, -1, -18%
[15] CCOC(=O)N1CCN(C(=O)CSCC(=O)Nc2nc(-c3cccs3)cs2)CC1
→ -2%, -0.1%, -12, -7, -6%, 9, 0, -3, 4%
[16] Cc1ccc(NC(=S)NNc2ccc(C(=O)O)cc2[N+](=O)[O-])cc1C
→ -5%, ·, -8, ·, -4%, ·, ·, ·, 0%
[17] CCC1Sc2ccc(S(=O)(=O)CCC(=O)NCc3ccc(C)o3)cc2NC1=O (centres undefined)
→ -4%, 1.0%, -22, 6, -1%, 15, 7, -7, -1%
[18] COCCCNc1nc2ccccc2nc1NS(=O)(=O)c1cccc(Cl)c1
→ -3%, 1.6%, -3, 2, ?, -3, 0, -5, -8%
[19] Cc1cc[n+](-c2ccccc2)c2ccccc12
→ -4%, 1.3%, 0, -8, -3%, 2, 3, -5, 0%
[20] CN1C(=O)CC2(CC(=O)N(Cc3ccccc3)C2)C1=O (centres undefined)
→ 3%, 0.4%, -7, -10, 2%, -13, 3, -5, 0%
[21] O=C(NC1=NCCS1)c1sc2ccccc2c1Cl
→ -2%, 5.4%, -3, 9, 11%, -10, 0, -5, -10%
[22] CS(=O)(=O)N1CCN(C(=O)c2ccccc2)C1
→ -3%, 0.0%, -10, -6, -3%, -7, 1, 3, 0%
[23] Cc1ccc(C2CC(c3ccc(Cl)cc3)=NNC2=O)cc1 (centres undefined)
→ -2%, -0.3%, -5, -19, 4%, 2, 9, -9, 0%
[24] CCOc1ccc(S(=O)(=O)N2CCC(C(=O)NC3CC3)CC2)cc1Cl
→ -5%, 0.5%, -9, 1, -14%, 7, 2, -4, 5%
[25] CCCCCCn1c(N2CCN(c3ccccc3)CC2)nc2c1c(=O)n(C)c(=O)n2C
→ -8%, 1.5%, 4, 9, -1%, 11, 2, 0, 4%
[26] Cc1ccc(-c2cn(-c3ccccc3)c(SCC(=O)NC3CCS(=O)(=O)C3)n2)cc1C (centres undefined)
→ 0%, 1.8%, 0, -16, 2%, -3, 0, -3, -4%
[27] Cc1ccccc1C(=O)Nc1ccnc(-c2ccncc2)n1
→ -4%, 1.2%, -4, -3, -3%, -3, 4, 3, 2%
[28] Nc1c(-c2nc(-c3ccc(F)cc3)cs2)c2ccccn2c1C(=O)c1ccc2c(c1)OCO2
→ ·, 0.8%, -2, -8, ·, 5, 1, -2, ·
[29] Cc1cc(C)cc(N(CCC#N)C(=O)COC(=O)c2ccccc2SCC(=O)N2CCCC2)c1
→ -2%, -2.7%, 0, -34*, -5%, ·, 6, -2, -2%
[30] CCOc1ccc(-c2nc(CSc3nnc(N)s3)cs2)cc1OC
→ 7%, 0.9%, -3, 4, -1%, 2, 1, -3, -3%
[31] COc1ccc2oc(=O)c(-c3nnc(-c4ccc(C)cc4)o3)cc2c1
→ -3%, -0.1%, 3, 12, -23%, -21, 1, 2, -4%
[32] NC(=O)C(CCCCN1CCCCC1)(c1ccccc1)c1ccccc1
→ -4%, ·, -5, ·, 4%, ·, ·, ·, -8%
[33] CCOC(=O)c1[nH]cnc1C(=O)Nc1ccncc1
→ -2%, 16%, -4, 25, 0%, 4, 0, 2, 3%
[34] CC(CC(=O)Nc1ccc(F)c([N+](=O)[O-])c1)c1ccccc1 (centres undefined)
→ -3%, -0.5%, -4, -8, -1%, -6, 10, -4, -8%
[35] O=C1c2ccccc2C(=O)C1c1ccnc2ccccc12
→ -6%, -4.0%, -1, 5, -6%, 4, 0, -2, 0%
[36] COC(=O)c1cc(S(=O)(=O)N2CCN(c3ccc(OC)cc3)CC2)cn1C
→ -7%, -0.1%, 2, -16, -1%, -8, 14, -7, 6%
[37] Cc1ccccc1OC(C)C(=O)Nc1cccnc1 (centres undefined)
→ -1%, 0.5%, 4, 9, 2%, -2, 1, -1, 2%
[38] COc1ccc(-c2cc(C(F)F)n3ncc(C(=O)Nc4ccc(C(=O)N5CCOCC5)cc4)c3n2)cc1
→ -3%, 0.9%, -1, 2, -7%, 7, 0, 8, 5%
[39] CCc1sc(C(=O)Nc2nc(C)cs2)cc1C
→ -6%, -2.2%, 0, -3, -26%, -10, -1, 5, -13%
[40] O=c1cc(C(F)(F)F)oc2c1ccc1ccccc12
→ -7%, -0.8%, -8, -5, 4%, 4, -1, 17, -7%
[41] Cc1ccc(OCCCC(=O)Nc2ccc(S(=O)(=O)Nc3cc(C)on3)cc2)cc1
→ -3%, -0.1%, 5, 7, -1%, -2, -1, -1, 0%
[42] COc1ccc(NS(=O)(=O)c2cccc(C(=O)N3CCCC3)c2)cc1
→ -3%, -0.6%, -6, -11, -19%, 26, 7, -1, -1%
[43] CCOCCc1nnc(NC(=O)CS(=O)(=O)Cc2ccccc2)s1
→ -4%, 3.7%, -6, 3, -1%, 2, 1, 14, 0%
[44] COc1cc(/C=C/C(=O)NCc2ccccn2)cc(OC)c1OC
→ -4%, 5.4%, -7, 10, 4%, ·, 3, 1, 0%
[45] O=S(=O)(c1cccc(C(F)(F)F)c1)N1CCN(C(=S)NC2CC2)CC1
→ -1%, -0.1%, -4, 1, 2%, -4, -2, 1, -5%
[46] O=C(COC(=O)c1c[nH]c2ccccc12)Nc1cccc(F)c1
→ -4%, -0.6%, -16, -2, -5%, -10, 8, -6, -19%
[47] O=C(CN1C(=O)c2ccccc2C1=O)N1CCCCC1
→ -3%, -0.4%, 0, -7, 7%, 3, 3, -4, 1%
[48] CCOC(=O)N1CCN(S(=O)(=O)c2ccc(C(=O)N(CCN(C)C)c3nc4c(C)cccc4s3)cc2)CC1
→ -4%, 4.5%, 0, -8, -1%, -11, 7, -6, 1%
[49] Cn1ncc2nc(SCC(=O)Nc3ccc(Br)cc3F)n(Cc3ccccc3)c(=O)c21
→ -2%, 1.9%, -19, -6, 8%, 11, 2, 0, 1%
[50] COc1ccc(C)cc1NC(=O)c1nnn(CC(=O)Nc2c(C)cccc2C)c1N
→ -1%, 1.5%, -3, 4, -14%, 3, 3, 2, -2%

(more compounds)
Below each SMILES: GRP78 ERSR act, RXFP1 ag, LDHA inh, D1 antag, Vif-A3F inh, D2 potentiator, D1 ag, D1 PAM, Vif-A3G inh
[51] CCOc1ccccc1Nc1ncccc1C(=O)N1CCCC1
→ 0%, 0.2%, -5, 1, -8%, 3, 2, 15, 1%
[52] O=C(C[C@@H]1C[C@@H]2c3cc(NC(=O)C4CCOCC4)ccc3O[C@@H]2[C@H](CO)O1)NCc1ccccn1
→ -3%, ·, 1, ·, -4%, ·, ·, ·, -1%
[53] COc1cccc(-n2c(-c3ccccc3)c[nH]c2=S)c1
→ -1%, -1.3%, -6, -4, -4%, 5, 1, 4, 0%
[54] CCOC(=O)c1[nH]c2ccc(OC)cc2c1NC(=O)CCN1CCN(Cc2ccccc2)CC1
→ -5%, 2.6%, 3, -5, 6%, -7, 0, -4, 3%
[55] Cn1c(=N)n(CC(=O)c2ccc(F)cc2)c2ccccc21
→ -14%, 0.9%, -5, 1, -14%, 10, 0, -7, 2%
[56] Fc1ccc(C2=Nn3c(Cc4ccccc4F)nnc3SC2)cc1
→ -6%, 2.9%, -6, -4, -15%, 2, 1, -11, 7%

The list is partial (hit frequency here may not be typical).
